# Screening data: PubChem BioAssay, National Center for Advancing Translational Sciences (NCATS)
# N370S GC mod – qHTS Assay for Inhibitors and Activators of N370S glucocerebrosidase as a Potential Chaperone Treatment of Gaucher Disease; N370S GC spleen homogenate, 4MU-glucoside fluorescence; Potency, µM (top dose mostly 59.4 µM), for the others: at the highest dose activity change, negative = inhibition, usual class: inhibitors; 330,000 tested, 0.092% active;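 further: 0% = full enzyme activity and -100% = no enzyme basal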
# TDP1 inh – qHTS Assay for Inhibitors of Tyrosyl-DNA Phosphodiesterase (TDP1) | Tyrosyl-DNA phosphodiesterase 1 (Homo sapiens), Q9NUW8 | recombinant TDP1, AlphaScreen DNA substrate cleavage | Potency, µM (doses to about 130 µM), without a hit: top-dose activity change, negative = inhibition, usual class: inhibitors | 350,000 tested, 0.28% active; further: nearly all actives have a fitted effect of over 40% in size
# Target sequence (Q9NUW8 whole entry, looked up): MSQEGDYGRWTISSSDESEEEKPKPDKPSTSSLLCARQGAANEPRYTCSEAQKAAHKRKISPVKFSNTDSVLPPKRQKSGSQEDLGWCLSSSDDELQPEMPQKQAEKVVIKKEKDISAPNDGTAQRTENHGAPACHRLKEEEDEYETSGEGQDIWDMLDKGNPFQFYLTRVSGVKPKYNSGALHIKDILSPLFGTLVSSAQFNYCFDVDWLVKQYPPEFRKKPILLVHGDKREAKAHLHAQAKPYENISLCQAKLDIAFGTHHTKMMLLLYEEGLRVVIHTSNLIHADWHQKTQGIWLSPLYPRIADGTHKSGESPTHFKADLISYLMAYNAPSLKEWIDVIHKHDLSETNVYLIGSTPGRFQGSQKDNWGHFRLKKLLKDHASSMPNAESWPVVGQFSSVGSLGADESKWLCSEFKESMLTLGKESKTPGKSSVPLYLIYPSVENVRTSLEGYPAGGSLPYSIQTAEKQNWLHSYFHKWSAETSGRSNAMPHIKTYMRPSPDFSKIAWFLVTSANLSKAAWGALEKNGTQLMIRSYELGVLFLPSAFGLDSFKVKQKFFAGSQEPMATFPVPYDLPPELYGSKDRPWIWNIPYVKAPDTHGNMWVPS
#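 AlphaScreen read-out: signal falls as enzyme removes the 3' tyrosine-FITC from a 5'-biotinylated DNA oligo (15 nM, 5 min, RT). Enzyme was E. coli-made recombinant Tdp1 at 1 nM, exposed to compound for 15 min beforehand; beads 10 ug/ml, 10 min.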
# * = called active by the depositor; ? = inconclusive; & = joins results of further samples; [ ] = dose if it differs, or a comment. The call rests on the fitted dose curve; in most records, active means well fitted curve in the direction sought with a large enough effect; inconclusive means small, poorly fitted or top-dose-only effect, or another doubt; inactive means no such curve, though single readings can be large; an effect the other way counts as inactive or inconclusive. Unless noted, on the % scale 0 is the no-effect control and ±100 the full control effect; potency means the concentration at half of the fitted maximal effect. The list is partial; rates above refer to the full screens.
SMILES,N370S GC mod,TDP1 inh
CC(CCC(=O)O)C1CCC2C3C(O)C[C@@H]4CC(O)CC[C@@]4(C)C3CC[C@@]12C (some centres not stated),?,-6%[56.1 µM]
C[C@H](CCC(=O)O)[C@H]1CC[C@H]2[C@H]3C(CC[C@]12C)[C@@]1(C)CC[C@@H](O)C[C@H]1C[C@H]3O (some centres not stated),-10%&-16%,7%&15%
